Source: PubChem (several laboratories)
AI-2 QS mod: Vibrio harveyi AI-2 quorum sensing modulators, primary screen, JMH597 strain, luminescence/OD600 ratio; 0.4% of 300,000 active; Vibrio harveyi JMH597 AI-2 luminescence/OD600 ratio, 9 h; stronger effect = lower value; strain lacks LuxN and CqsS sensors; 0 = neutral-control median; activity change, % at 7.5 µM; in the data active means activity change below about -75%, passing the limit was not always enough;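 further: luminescence divided by OD600 gain over 9 h not by final OD600 alone; inactives centre near 13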
TRPC6 inh: mouse TRPC6 channel inhibitors, primary screen, cell-based, HEK293, membrane potential dye; ACh-evoked depolarization; stronger effect = lower value; B-score at 10 µM; 1.1% of 310,000 active;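 active means B-score under library mean minus 3 SD, initial fluorescence not abnormally high, positive integrated signal ratio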;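 further: B-score derived from integrated fluorescence ratio over the kinetic read; more negative B-score means stronger inhibition of depolarization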
Target sequence (Q61143 whole entry, looked up): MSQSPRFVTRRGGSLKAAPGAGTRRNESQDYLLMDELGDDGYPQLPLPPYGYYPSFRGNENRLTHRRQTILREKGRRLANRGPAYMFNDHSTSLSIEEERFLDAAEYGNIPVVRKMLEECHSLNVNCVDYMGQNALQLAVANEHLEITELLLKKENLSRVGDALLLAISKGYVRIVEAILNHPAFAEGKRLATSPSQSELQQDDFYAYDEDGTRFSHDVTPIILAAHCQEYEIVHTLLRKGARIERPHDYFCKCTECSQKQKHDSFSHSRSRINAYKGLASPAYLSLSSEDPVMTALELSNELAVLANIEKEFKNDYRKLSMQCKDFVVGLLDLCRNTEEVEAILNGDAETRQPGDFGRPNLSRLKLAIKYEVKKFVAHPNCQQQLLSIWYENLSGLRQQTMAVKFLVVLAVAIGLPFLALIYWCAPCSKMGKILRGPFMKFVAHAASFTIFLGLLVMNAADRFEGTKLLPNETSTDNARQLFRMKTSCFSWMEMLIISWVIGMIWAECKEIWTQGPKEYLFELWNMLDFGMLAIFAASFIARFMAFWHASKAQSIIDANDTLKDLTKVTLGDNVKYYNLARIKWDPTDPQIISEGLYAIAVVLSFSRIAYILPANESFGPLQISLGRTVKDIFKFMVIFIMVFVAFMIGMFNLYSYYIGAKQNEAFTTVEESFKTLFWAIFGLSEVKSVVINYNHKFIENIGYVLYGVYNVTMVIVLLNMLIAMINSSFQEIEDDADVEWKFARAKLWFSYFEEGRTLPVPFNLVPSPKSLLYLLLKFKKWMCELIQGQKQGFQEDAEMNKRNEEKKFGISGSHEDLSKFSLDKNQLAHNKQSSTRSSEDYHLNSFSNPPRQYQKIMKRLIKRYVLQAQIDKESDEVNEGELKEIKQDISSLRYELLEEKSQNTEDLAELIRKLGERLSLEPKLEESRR
MrgX1 antagonist: antagonists of human MrgX1 receptor, primary screen, HEK293 cells, Fluo-4 calcium flux; BAM8-22 antagonism; stronger effect = lower value; Mas-related G-protein coupled receptor member X1 (Homo sapiens), Q96LB2; AID 588676, 2011; 1.3% of 310,000 active; B-score at 10 µM;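 active means calcium-response B-score plate-corrected more than 3 library SD below zero, starting fluorescence within 5 deviations, no agonist response on first addition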;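 further: peak minus trough fluorescence over baseline after final BAM8-22 challenge near maximal dose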
HIF activator: HIF pathway transcriptional activators, primary screen, cell-based, U2OS HRE-luciferase, luminescence | U2OS HRE-luciferase reporter; normalized: DMSO 0%, desferrioxamine 100% | activation, % at 7.5 µM (by protocol) | 0.32% of 300,000 active;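 active means mean activation of at least 10% of the iron chelator positive control signal, with at least half of replicates also reaching 10%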
TRPC4 agonist: activators of mouse TRPC4 channel, primary screen, Fluo4 calcium, HEK293 TRPC4beta/mu-opioid cells | Short transient receptor potential channel 4 (Mus musculus), Q9QUQ5 | Fluo4 calcium fluorescence; stronger effect = higher value | B-score at 10 µM | 0.49% of 310,000 active;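 active means B-score above 5 SD of library B-scores, and initial fluorescence ratio not above library mean plus 5 SD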;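 further: positive B-score marks a calcium rise read as TRPC4 activation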
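Incubation: 45 min room-temperature Fluo4 loading, 110 s read / System: HEK293 cells stably co-expressing mouse TRPC4beta and mu-opioid receptor / Signal: Fluo4 fluorescence, kinetic / Control set: buffer (low) and maximal DAMGO (high) / Measure: integrated baseline-normalised fluorescence ratio, converted to per-well B score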
TRPC4 potent: positive allosteric modulators of TRPC4, primary screen, cell-based, mouse TRPC4beta, HEK293 mu-opioid, Fluo-4 calcium | DAMGO EC20, Fluo-4 Ca2+ flux; stronger effect = higher value | B-score at 10 µM | 0.42% of 310,000 active | AID 2227, 2009;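 active means B-score of calcium response area above 5 SD of library B-scores, with initial fluorescence ratio within 5 SD of library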;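 further: B-score of integrated fluorescence ratio over time as area under calcium response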
MrgX1 agonist: agonists of human MrgX1 receptor, primary screen, HEK293 cells, Fluo-4 calcium flux; 0.44% of 310,000 active; B-score at 10 µM; Fluo-4 calcium fluorescence, agonist mode; stronger effect = higher value;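 active means calcium response B-score plate-corrected fluorescence ratio at least 3 library SD, with starting fluorescence B-score inside 5 SD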
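times = overnight plating, then 30 min 37 °C plus 30 min room-temperature dye loading | assay system = stable human MrgX1 HEK293 cell line | input = fifteen thousand cells per well | signal = kinetic calcium dye fluorescence, Fluo-4 NW | dosing = compound delivered in addition one of three | read-out = B-scored fluorescence response ratio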
PolyA inh: polyadenylation inhibitors in yeast reporter cells, primary screen, luminescence, S. cerevisiae; S. cerevisiae SKY197-pL101 polyadenylation reporter, beta-gal luminescence; efflux-impaired pdr1/pdr3 knockout yeast; score 100 = 6 SD above DMSO; calls only at 12 µM; 0.02% of 300,000 active;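 active means lowest replicate activity score at least 50, where 100 means six control SD above control mean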;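 further: yeast exposed to compound for 9 h at 30 °C; higher score means more reporter readthrough which indicates perturbed polyadenylation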
TRPC4 block: inhibitors of mouse TRPC4 channel, primary screen, Fluo4 calcium, HEK293 TRPC4beta/mu-opioid cells | 0.39% of 300,000 active | DAMGO-evoked Fluo4 calcium flux; stronger effect = lower value | Short transient receptor potential channel 4 (Mus musculus), Q9QUQ5 | B-score at 10 µM | AID 2247, 2010;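 active means B-score over 3 SD under the library average, no early fluorescence shift, positive overall ratio signal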
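Assay system – HEK293 line stably carrying TRPC4beta and mu-opioid receptor · Doses – single dose · Detection – Fluo4 calcium-dye fluorescence, kinetic read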
TRPC6 activator: mouse TRPC6 channel activators, primary screen, cell-based, HEK293, membrane potential dye. Short transient receptor potential channel 6 (Mus musculus), Q61143. HEK293-TRPC6 membrane potential dye fluorescence; stronger effect = higher value. B-score at 10 µM. 0.13% of 310,000 active. AID 2550, 2010;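 active means B-score of the integrated fluorescence ratio above library mean plus 3 SD, and starting fluorescence ratio within library mean plus 5 SD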;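 further: higher score means more depolarization so channel activation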
MrgX1 PAM: positive allosteric modulators of MrgX1, primary screen, HEK293 cells, Fluo-4 calcium flux; Mas-related G-protein coupled receptor member X1 (Homo sapiens), Q96LB2; FDSS; stronger effect = higher value; B-score at 10 µM; 0.63% of 310,000 active; AID 588675, 2011;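 active means plate-corrected calcium response at least 3 library SD above typical, normal starting fluorescence, not activating the receptor alone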;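 further: compound read alongside a low EC10 to EC30 dose of BAM8-22 agonist; peak minus trough fluorescence over baseline measured at the second addition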
* marks the source's active call; other numbers are inactive results; i = inactive; · = not tested or not shown.

SMILES	AI-2 QS mod	TRPC6 inh	MrgX1 antagonist	HIF activator	TRPC4 agonist	TRPC4 potent	MrgX1 agonist	PolyA inh	TRPC4 block	TRPC6 activator	MrgX1 PAM
COc1ccc(-n2cc(C(=O)O)c3ccccc3c2=O)cc1	9	i	i	0.0	i	i	i	i	i	i	i
Cc1ccc(-c2c(C(=O)NCc3ccc(F)cc3)oc(=O)c3ccccc23)cc1	13	i	i	0.2	i	i	i	i	i	i	i
Cc1occc1-c1nnc(SCC(=O)NC(C)(C)C)n1CC(C)C	10	i	i	-0.3	i	i	i	i	i	i	i
Cc1cc(NC(=O)CCC(=O)N(Cc2ccco2)C2(C(=O)NC3CCCCC3)CCN(C)CC2)no1	-1	i	i	1.6	i	i	i	i	i	i	i
COc1ccccc1N1CCN(C(=O)CSc2nnc3c4ccccc4nc(Cc4ccccc4)n23)CC1	24	i	i	0.2	i	i	i	i	i	i	i
CCCCN1C(=O)C(=O)NC[C@@H]1CCCCN	11	i	i	-0.6	i	i	i	i	i	i	i
O=C(O)CC1(c2ccc(F)cc2)C2CC3CC(C2)CC1C3 (configuration not stated)	3	i	-6.7*	3.0	i	i	i	i	i	i	i
Cc1n[nH]c(C)c1S(=O)(=O)N1CCCCCC1	26	i	i	-0.4	i	i	i	i	i	i	i
O=[N+]([O-])/C=C/c1cc2ccccc2[nH]1	-28	i	i	-1.1	i	i	41*	i	i	i	i
Cc1cccc(N2C(=O)C(Cl)=C(N3CCOCC3)C2=O)c1	20	i	i	-0.2	i	i	i	i	i	i	i
O=C(CCCN1C(=O)/C(=C/c2cccs2)SC1=S)Nc1ccc(C(=O)O)cc1	5	i	i	0.0	i	i	i	i	i	i	i
COc1cccc(NC(=O)CN2C(=O)CSc3ccc(S(=O)(=O)N4CCOCC4)cc32)c1	15	i	i	-0.1	i	i	i	i	i	i	i
O=C(COC(=O)/C=C/c1ccco1)NCc1ccccc1	9	i	i	-0.7	i	i	i	i	i	i	i
Cc1scc(C(=O)N/N=C/c2ccc(OCC(C)C)cc2)c1C	9	i	i	1.4	i	i	i	i	i	i	i
Cc1ccc(S(=O)(=O)NC(=O)Nc2cc(C)no2)cc1	12	i	i	-0.1	i	i	i	i	i	i	i
CC(=O)c1cccc(NC(=S)Nc2ccn(Cc3cccc4ccccc34)n2)c1	10	i	i	-1.1	i	i	i	i	i	i	i
Clc1ccc(OCc2nc(-c3ccccn3)n[nH]2)cc1	-62	i	i	1.2	i	i	i	i	i	i	i
Oc1c(Br)cccc1/C=N/Nc1c(F)c(F)c(F)c(F)c1F	8	i	i	-0.5	i	11*	i	i	i	i	i
CCCCC/C=N/NC(=O)c1[nH]c2ccc([N+](=O)[O-])cc2c1C	18	i	i	-0.1	i	i	i	i	i	i	i
Cc1ccc(CCN2C(=O)c3ccccc3C2C(=O)NCc2cccnc2)cc1 (configuration not stated)	12	i	i	-0.3	i	i	i	i	i	i	i
CCN(CC(=O)Nc1ccc(OC)cc1)C(=O)CN1C(=O)NC(C)(c2ccc3ccccc3c2)C1=O (configuration not stated)	9	i	i	0.0	i	i	i	i	i	i	i
Cc1cccc(NC(=S)N/N=C/c2ccc([N+](=O)[O-])s2)c1	-212*	i	i	0.6	i	i	i	i	i	i	i
CC(C)NC(=O)/C(=C/c1ccco1)c1ccccc1	-2	i	i	0.3	i	i	i	i	i	i	i
CCOc1ccccc1NC(=O)CSC1=C(C#N)C(c2ccco2)C(C(=O)Nc2nc3ccccc3s2)=C(C)N1 (configuration not stated)	23	i	i	0.3	i	i	i	i	i	i	i
COc1ccc(CCN2C(=O)CC(NNC(=O)c3ccc(F)cc3)C2=O)cc1OC (configuration not stated)	20	i	i	-0.2	i	i	i	·	i	i	i
COc1cccc(OCc2nnc(SC)n2C)c1	23	i	i	0.7	i	i	i	i	i	i	i
C/C(=N/NC(=O)c1ccc(Br)o1)C(C)C	16	i	i	1.4	i	i	i	i	i	i	i
COc1ccccc1N1CCN(/N=C\C(Br)=C\c2ccccc2)CC1	12	i	i	0.6	i	i	i	i	i	i	i
O=C(COc1ccc(Cl)cc1Cl)Nc1ccc(Cl)cn1	44	i	i	-0.9	i	i	i	i	i	i	i
O=C(Nc1ccncc1)c1cc(-c2cccc(Br)c2)nc2ccccc12	41	i	i	-0.2	i	i	i	i	i	i	i
COC(=O)[C@@H]1C[C@H]2CC[C@H](O)C[C@H]2N1Cc1ccc(Cl)cc1	30	i	i	0.0	i	i	i	i	i	i	i
O=C(N=C1SC2CS(=O)(=O)CC2N1c1ccccc1F)C1CCCCC1 (configuration not stated)	15	i	i	-0.3	i	i	i	i	i	i	i
COC(=O)c1cccnc1N1CCN(c2ccccc2F)CC1	·	i	i	0.2	i	i	i	i	i	i	i
NC(=O)COc1ccc(C23CC4CC(CC(C4)C2)C3)cc1	18	i	i	0.9	i	i	i	i	i	i	i
COC(=O)c1cc(OC)c(OC)cc1NC(=S)N1CCOCC1	17	i	·	0.0	i	i	·	i	i	i	·
FC(F)(F)c1ccccc1NC(=S)Nc1cccc(Cl)c1	19	i	i	1.9	i	i	i	i	i	i	i
COc1ccc(-c2cc3ccccc3n2CC(O)Cn2nc(C)cc2C)cc1 (configuration not stated)	8	i	i	0.8	i	i	i	i	i	i	i
O=C(N/N=C/c1c[nH]c2ccccc12)c1[nH]c2ccc(Br)cc2c1-c1ccccc1	10	i	·	0.8	i	i	·	i	i	i	·
N/C(=N\OC(=O)c1ccc([N+](=O)[O-])cc1Cl)c1ccccn1	17	i	i	-2.6	i	i	i	i	i	i	i
Cc1ccc2nc(NC(=O)C3CCN(S(=O)(=O)c4cccc5nsnc45)CC3)sc2c1	16	i	i	0.0	i	i	i	i	i	i	i
CCC(=O)N1CCN(c2cc3c(cc2F)c(=O)c(C(=O)O)cn3CC)CC1	45	i	i	-0.4	i	i	i	i	i	i	i
N#Cc1nc(-c2ccc(Cl)cc2)oc1NCC1CCCO1 (configuration not stated)	10	i	i	2.7	i	i	i	i	i	i	i
C=CCn1cccc(C(=O)Nc2ccc(C)c(Cl)c2)c1=O	16	i	i	1.4	i	i	i	i	i	i	i
CCCCN(CC)C(=O)CSc1cc(=O)n(C)c2ccccc12	3	i	i	-0.5	i	i	i	i	i	i	i
COc1cc([C@@H]2c3cc4c(cc3[C@@H](NC3CCN(Cc5ccccc5)CC3)[C@H]3COC(=O)[C@H]23)OCO4)cc(OC)c1O	7	i	·	15*	i	i	·	i	i	i	·
CCOC(=O)c1cc2cc(CC(=O)c3ccc(OCC)cc3O)ccc2o1	16	i	i	-10	i	i	i	i	i	i	i
CC(=O)Nc1ccc(C(=O)OCCCOC(=O)c2ccc(NC(C)=O)cc2)cc1	7	i	i	0.0	i	i	i	i	i	i	i
O=c1cc2c(n[nH]1)-c1ccccc1CC2	9	i	i	0.5	i	i	i	i	i	i	i
O=C(NCc1ccccn1)c1cccc(NS(=O)(=O)c2ccccc2F)c1	30	i	i	0.4	i	i	i	i	i	i	i
COc1ccc(C(=O)Nc2nnc(SCC(=O)NCc3ccco3)s2)c(OC)c1	3	i	i	-2.0	i	i	i	i	i	i	i
CCCn1c(C)c(C(=O)OCC)c(O)c(-c2ccccc2)c1=O	28	i	i	-0.8	i	i	i	i	i	i	i
CCOc1cc(/C=C2/NC(=O)N(CC(=O)Nc3cccc(C)c3)C2=O)ccc1OC	32	i	-7.1*	-1.0	i	i	i	i	i	i	i
Cc1nn(Cc2ccccc2Cl)c(C)c1C(=O)NC1=NCCS1	17	i	i	-1.6	i	i	i	i	i	i	i
Cc1ccc(NC(=O)C(=O)NCCN2CCN(C(=O)C(c3ccccc3)c3ccccc3)CC2)cc1	4	i	i	-1.7	i	i	i	i	i	i	i
O=C(COC(=O)c1ccc(S(=O)(=O)Nc2ccccc2)cc1)NCC1CCCO1 (configuration not stated)	10	i	i	-0.1	i	i	i	i	i	i	i
Cc1cc(C)n2nc(SCc3nnc(SCc4ccccc4)s3)nc2n1	4	i	i	·	i	i	i	i	i	i	i
Cc1cc(=O)oc2cc(NS(=O)(=O)c3ccccc3)ccc12	28	i	i	-0.3	i	i	i	i	i	i	i
COC(=O)c1ccccc1N1C(=O)C2C(C1=O)[C@H]1C=C[C@@H]2C1 (some centres not stated)	5	i	i	-0.1	i	i	i	i	i	i	i
O=C(c1ccc(-n2cccn2)cc1)N1CCN(c2ncccc2C(F)(F)F)CC1	25	i	i	-0.3	i	i	i	i	i	i	i
O=C1CN(C(=O)COC(=O)c2ccccc2NC(=O)c2ccco2)c2ccccc2N1	11	i	i	0.3	i	i	i	i	i	i	i

The list continues.
SMILES	AI-2 QS mod	TRPC6 inh	MrgX1 antagonist	HIF activator	TRPC4 agonist	TRPC4 potent	MrgX1 agonist	PolyA inh	TRPC4 block	TRPC6 activator	MrgX1 PAM
Cc1ccccc1C(=O)NC[C@@H]1CCCN2CCCC[C@H]12	13	i	i	-0.6	i	i	i	i	i	i	i
CN(C)CCCN(C(=O)c1ccco1)c1nc2ccc(Br)cc2s1	18	-8.1*	i	0.1	i	i	i	i	i	i	6.5*
CCC(=O)N(Cc1ccco1)c1nc(-c2cc(OC)ccc2OC)cs1	13	i	i	-0.4	i	i	i	i	i	i	i
O=C(CSc1nc2ccc([N+](=O)[O-])cc2[nH]1)NC1CCCCCC1	5	i	i	-0.3	i	i	i	i	i	i	i

2 records picked at random from those above, as already listed:
SMILES	AI-2 QS mod	TRPC6 inh	MrgX1 antagonist	HIF activator	TRPC4 agonist	TRPC4 potent	MrgX1 agonist	PolyA inh	TRPC4 block	TRPC6 activator	MrgX1 PAM
COc1ccccc1N1CCN(C(=O)CSc2nnc3c4ccccc4nc(Cc4ccccc4)n23)CC1	24	i	i	0.2	i	i	i	i	i	i	i
COC(=O)c1cccnc1N1CCN(c2ccccc2F)CC1	·	i	i	0.2	i	i	i	i	i	i	i

Some of the compounds tested; the hit share may differ from the screen's.
